# Screening data (PubChem)
# miR122 inh = blocks miR-122 activity in Huh7 sensor cells. Huh7 miR-122 Renilla luciferase sensor, 48 h; neutral wells = 0, positive control = 100. activation (reporter increase), % at 12.5 µM. hit rate 0.3% among 340,000;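 active = mean replicate activation score at least 90 and every replicate individually at or above 90; inconclusive = only one of the two criteria met; inactive = neither criterion met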;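 also: higher luciferase means less miR-122 activity so hits act as miR-122 inhibitors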
# SIRT5 block = blocks human SIRT5 desuccinylation of peptide; hit rate 1.1% among 330,000; Q9NXA8; Purified SirT5, succinyl-peptide AMC, trypsin-coupled fluorescence; inhibition, % at 15 µM; in the data active = inhibition above about 15%; inconclusive = no clear call, values can overlap the other calls
# Target sequence (Q9NXA8 whole entry, looked up): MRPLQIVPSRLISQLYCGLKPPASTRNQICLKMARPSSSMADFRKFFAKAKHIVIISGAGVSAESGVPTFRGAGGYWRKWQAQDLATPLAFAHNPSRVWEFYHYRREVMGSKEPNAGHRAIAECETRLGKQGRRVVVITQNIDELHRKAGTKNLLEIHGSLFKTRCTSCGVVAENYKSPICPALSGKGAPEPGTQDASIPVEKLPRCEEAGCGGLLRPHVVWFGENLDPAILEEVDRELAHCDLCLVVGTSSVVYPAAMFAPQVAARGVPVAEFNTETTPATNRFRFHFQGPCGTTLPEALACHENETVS
# ARNT-TACC3 inh = disruptors of human ARNT/TACC3 interaction. Q9Y6A5. AlphaScreen His-ARNT PAS-B/GST-TACC3 binding, luminescence; TACC3 fragment carries E629A point mutation. inhibition, % at 9.99 µM. hit rate 0.66% among 390,000;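 active = mean inhibition of replicates at least 50% and at least half of replicates each reaching 50%; inconclusive = half or more replicates reach 50% but mean below 50%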;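 also: 0% = complete ARNT plus TACC3 wells and 100% = ARNT alone without TACC3; many hits fall short of the cut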
# esBAF inh = SWI/SNF esBAF complex inhibition; mouse ES cells, Bmi1-luciferase knock-in reporter, 24 h; 100% = twice the neutral-well signal; reporter increase, % at 12.5 µM; hit rate 2% among 350,000; in the data active = activation above about 40%; inconclusive = no clear call, values can overlap the other calls;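 also: 0% = median of the plate's neutral control wells and 100% = double that signal; a rise in the Bmi1 reporter signal indicates esBAF inhibition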
# Cneo AK release = Cryptococcus neoformans lysis via adenylate kinase release; C. neoformans lysis, adenylate kinase release luminescence, 4 h; normalised: neutral wells 0, clomiphene wells 100; lysis activity, % at 15 µM; hit rate 0.2% among 360,000; AID 651654;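 active = mean lysis activity across replicates of at least 80%, whatever share of replicates individually reach that level; inactive = mean lysis activity below 80%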
#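 Material – log-phase Cryptococcus neoformans yeast cells · Input – 5 × 10^6 yeast cells/mL · Medium – fresh YPD growth medium · Doses – single compound concentration per well · Timing – static 4 h at 37 °C with compound, 1 h detection · Detection – adenylate kinase release luminescence · Read-out – signal increase indicating cell lysis · Control set – Clomiphene as positive lysis control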
# Statin myotox sup = protects C2C12 myotubes from simvastatin toxicity | ATP luminescence, 48 h; scaled: DMSO 0, geranylgeraniol control 100 | rescue of ATP level, % at 7.49 µM | hit rate 0.78% among 330,000 | AID 602340;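 active = mean ATP rescue above about 67%, or every replicate alone reaching that limit, limit read from the data, passing the limit was not always enough; inconclusive = no clear call, values can overlap the other calls; inactive = mean under the limit and some replicate under it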;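 also: myotubes were challenged with 10 µM simvastatin during compound exposure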
# ERp5 inh = blocks human ERp5 reductase activity on insulin; Q15084; ERp5 insulin aggregation, absorbance 650 nm, 90 min; inhibition, % at 9.99 µM; hit rate 0.05% among 350,000; AID 651711;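 active = mean replicate inhibition above about 25%, with every replicate also reaching it, limit read from the data, passing the limit was not always enough; inconclusive = only one of those two criteria met; inactive = neither criterion met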
# Target sequence (Q15084 whole entry, looked up): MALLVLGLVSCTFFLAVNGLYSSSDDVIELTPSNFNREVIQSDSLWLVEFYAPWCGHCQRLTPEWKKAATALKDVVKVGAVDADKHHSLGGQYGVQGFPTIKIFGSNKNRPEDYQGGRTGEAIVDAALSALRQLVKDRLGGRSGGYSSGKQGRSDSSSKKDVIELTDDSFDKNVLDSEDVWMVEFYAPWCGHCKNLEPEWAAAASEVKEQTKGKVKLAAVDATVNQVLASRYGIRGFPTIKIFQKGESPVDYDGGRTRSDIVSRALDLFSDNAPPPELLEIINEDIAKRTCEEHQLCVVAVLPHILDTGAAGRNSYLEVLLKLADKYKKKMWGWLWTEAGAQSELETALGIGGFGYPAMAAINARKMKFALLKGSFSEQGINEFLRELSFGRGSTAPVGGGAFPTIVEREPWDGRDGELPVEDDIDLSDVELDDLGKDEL
# Starred values were filed as active, the others as inactive; ? = inconclusive; . = not tested or not shown; [ ] = another dose, or the depositor's remark.
SMILES,miR122 inh,SIRT5 block,ARNT-TACC3 inh,esBAF inh,Cneo AK release,Statin myotox sup,ERp5 inh
CC1(C)Cc2c(sc(NC(=O)C(=O)N3CCCC3)c2C(=O)O)CO1,-2,2,-1,7,-1,5,4
CC(C)[C@H]1COCn2nncc2CC[C@H](C)C(=O)N1,.,-1,.,.,1,.,-3
C/C(O)=C(\C#N)c1nc2ccccc2[nH]1,.,.,-2,-12,-2,-5,.
CN(CC(=O)Nc1ccccc1-c1ccccc1)Cc1ccccc1Cl,-6,1,-12,0,2,1,5
CCC(=O)c1ccc(OCC(O)CN2CCN(S(=O)(=O)N3CCCCC3)CC2)cc1 (configuration not stated),-3,.,-1,-2,-1,-4,.
Cc1noc(C)c1CSc1ccccc1C(=O)N(C)CC(=O)Nc1cccc(F)c1,-3,-3,2,9,4,-21,-2
CCOc1cc(CNc2ncnc3nc[nH]c23)ccc1OC,5,0,-1,4,-1,23,1
COc1ccc(C(=O)Nc2ccc(NC(=O)c3cc(OC)c(OC)c(OC)c3)cn2)cc1,.,-1,-1,4,-9,-1,-6
COc1ccc(OC)c(/C=N/NC(=O)c2[nH]nc3c2CCc2ccccc2-3)c1,-8,-2,34,6,.,4,4
Cc1c(CN2CCC(C(=O)Nc3ccc(Oc4ccccc4)nc3)CC2)cnn1C,3,-2,-3,2,6,6,2
COC(=O)C1CN(C(=O)COc2ccc(Cl)cc2C)c2ccccc2O1 (configuration not stated),.,-3,-2,-1,-5,9,2
O=C(NNC(=S)Nc1ccc(Cl)cc1Cl)c1ccncc1,.,2,5,.,.,.,6
COc1ccc(CCNC(=O)CSc2nc(C)nc3sccc23)cc1OC,-9,-1,-4,.,9,.,-6
CN(C)CCOCCP(=O)(c1ccccc1)c1ccccc1,-3,.,-4,-11,-2,-7,.
O=C1NC(=O)C2(CCCC2c2ccccc2)N1 (configuration not stated),-1,-3,0,-16,-1,0,6
Cc1c(-c2ccccc2)oc2c(C(=O)OCC(=O)Nc3ccc(F)cc3)cccc2c1=O,3,-6,-12,-14,5,5,2
COc1ccc(C2CC23N=C(c2ccccc2)OC3=O)cc1 (configuration not stated),.,0,-13,.,.,.,-8
COc1ccc(/C=C/C(=O)NC(=S)Nc2ccccc2)cc1OC,-7,-8,-2,3,0,17,-1
O=C(COC(=O)CSCC(=O)N1CCCCC1)Nc1ccc(Cl)cc1,4,.,-5,1,3,-2,.
Cc1noc(C)c1S(=O)(=O)N(C)C[C@H]1Oc2ccc(NC(=O)Cc3ccccc3)cc2CC(=O)N([C@H](C)CO)C[C@@H]1C,2[16.7 µM],.,-5,-6,-1,-5,.
CCC(C)NC(=O)CSc1nc2ccccc2c(=O)n1CCCC(=O)NCC1CCCO1 (configuration not stated),1,-5,4,-6,2,2,2
C[C@@H]1CN([C@@H](C)CO)C(=O)c2cccc(NC(=O)Nc3ccccc3)c2O[C@@H]1CN(C)Cc1ccc(Oc2ccccc2)cc1,-1[16.7 µM],?,3,2,2,-32,0
CNC[C@H]1Oc2cc(C#CC3CCCC3)ccc2S(=O)(=O)N([C@@H](C)CO)C[C@@H]1C,-14[16.7 µM],5,27,2,1,-48,5
CCn1c(/C=C/c2ccc([N+](=O)[O-])o2)nc2ccccc2c1=O,70,.,4,-81,1,16,.
CCOc1ccc(S(=O)(=O)Nc2ccc(C(=O)NCC(c3ccccc3)N(C)C)cc2)cc1 (configuration not stated),.,1,6,.,-1,.,-1
# Other structures.
SMILES,miR122 inh,SIRT5 block,ARNT-TACC3 inh,esBAF inh,Cneo AK release,Statin myotox sup,ERp5 inh
CCCNC(=O)C(Cc1ccc(I)cc1)NC(=O)C1CC1 (configuration not stated),-2,.,-7,7,6,5,.
CNc1ccc(/C=C2\COc3ccccc3C2=O)cc1[N+](=O)[O-],-10,.,-1,49*,-2,3,.
CC(C)NC(=O)N(C)C[C@H]1Oc2cc(-c3ccccc3F)ccc2S(=O)(=O)N([C@@H](C)CO)C[C@H]1C,-18[16.7 µM],-6,0,4,-1,-9,-4
CC[C@@H]1CC=C[C@H]2[C@H]1C(=O)N(Cc1ccccc1)[C@H]2c1ccc(OC)c(Cl)c1,2,-7,0,2,-5,3,6
CCOC(=O)C1CCCCN1C(=O)CCc1c(C)nc2cc(-c3ccccc3)nn2c1C (configuration not stated),1,-1,-1,-44,-2,-22,-2
O=C(Nc1nc(=O)c2ccccc2s1)c1ccccc1,8,.,-4,.,1,.,.
O=C(Nc1ccc(S(=O)(=O)N2CCCCC2)cc1)c1ccncc1,-9,.,-3,6,5,-2,.
O=C1C2C=C(I)[C@H](C[C@@H]2OCCCCCCO)[C@@]12CO2,.,2,-1,.,-5,.,3
COc1cc(/C=C/C(=O)Nc2nnc(CC(C)(C)C)s2)cc(OC)c1OC,4,-8,-6,0,6,-25,-3
CCOC(=O)N1CCC(NC(=O)CNS(=O)(=O)c2ccc(Br)s2)CC1,1,0,1,-1,1,.,-3
COC(=O)c1sc(NC(=O)CSc2nnc(C(C)C)n2C)nc1C,7,.,0,-6,13,-10,.
O=C(C[C@H]1C[C@H]2c3cc(NC(=O)c4ccc5c(c4)OCO5)ccc3O[C@H]2[C@H](CO)O1)NCc1ccc(Oc2ccccc2)cc1,5[16.7 µM],11,0,-33,5,-99,-2
O=C(CCN1C(=O)c2ccccc2C1=O)C1=NN[C@@H]2C(=O)N(c3ccc4c(c3)OCO4)C(=O)[C@H]12,-6,-2,.,.,2,.,4
CN(C)C(=O)C[C@@H]1C=C[C@@H](NC(=O)C2CC2)[C@@H](CO)O1,.,-4,1,1,5,2,-6
Cc1ccc2c(c1)[C@H]1[C@H](CO2)[C@H](c2ccccc2)[C@]2(C)C(=O)Nc3cc(F)c(F)cc3C(=O)N12,.,.,-10,-57,37,-17,-8
Cc1ccc(-c2cc(C(=O)OCC(=O)NC3CC3)c3ccccc3n2)cc1,5,-1,3,3,-3,-18,-5
COCCn1nnnc1C(c1ccc2ncccc2c1)N1CCN(c2ccccc2F)CC1 (configuration not stated),5,.,-5,17,2,-10,.
Cc1ccc(S(=O)(=O)N2CCCCCC2)cc1C(=O)Nc1cccnc1,1,-1,-5,.,0,.,-1
C[C@@H]1CN([C@H](C)CO)C(=O)CCCn2cc(nn2)CO[C@H]1CN(C)Cc1ccc(C(F)(F)F)cc1,2[16.7 µM],-5,-1,-1,10,12,-7
COc1ccc(S(=O)(=O)Nc2ccc3c(c2)C(=O)N([C@@H](C)CO)C[C@@H](C)[C@H](CN(C)Cc2ccc(C(F)(F)F)cc2)OCCCC[C@H](C)O3)cc1,-4[16.7 µM],7,-2,9,12,.,1
CCCCc1[nH]nc2c1C1(C(=O)N(CC)c3ccccc31)C(C#N)=C(N)O2 (configuration not stated),-2,.,1,-9,3,-5,.
COc1cc(CNn2c(C)n[nH]c2=S)cc(Cl)c1OCc1ccc(F)cc1,-1,.,-4,-6,-4,45,.
COc1ccc(C/C(=N\OC(C)=O)c2ccc(OC)cc2)cc1,.,.,-1,26,-11,28,.
CCN(CC(=O)Nc1ccc(S(=O)(=O)N2CCCCC2)cc1)Cc1ccccc1,36,0,-1,-13,-9,14,12
O=C(Nc1ncc(Cc2ccccc2Cl)s1)C1CCCO1 (configuration not stated),-5,.,-3,71*,0,9,.
# Additional records follow:
SMILES,miR122 inh,SIRT5 block,ARNT-TACC3 inh,esBAF inh,Cneo AK release,Statin myotox sup,ERp5 inh
O=C(C1CCC1)N1C[C@H]2[C@@H](c3ccccc31)[C@@H](CO)N2C(=O)Cc1ccccn1,20[16.7 µM],0,6,-3,-1,-17,-3
COc1ccc(N(CC(=O)Nc2ccc(OC)c(Cl)c2)S(=O)(=O)c2c(C)noc2C)cc1,-10,.,-3,-6,2,-3,.
O=C1N/C(=N\N=C\c2cccs2)SC1Cc1cccc(Cl)c1Cl (configuration not stated),-10,.,-5,.,0,.,.
Cn1c2ccccc2c(=O)c2c(=O)n(C3CCCCC3)c(-c3cccs3)nc21,-2,.,-4,-2,1,.,.
O=C(CSc1nnc(C2CC2)n1C1CC1)N1CCN(c2ccc(O)cc2)CC1,-5,-1,.,-7,8,4,4
CC1(C)Cc2nc(N)c(=O)sc2C1,-7,-2,-25,-9,1,-3,1
Cc1ccc(CN2CCC(CNS(=O)(=O)c3ccc(-c4ccc(=O)[nH]n4)s3)CC2)cc1,-1,0,-12,-9,0,-14,1
CCCC#Cc1cnc2c(c1)C(=O)N([C@H](C)CO)C[C@H](C)[C@H](CN(C)Cc1ccc(C(=O)O)cc1)O2,6[16.7 µM],6,24,-9,1,-7,-5
CCC(=O)Nc1ccc2c(c1)C(=O)N(C)C[C@@H](OC)[C@@H](C)CN(Cc1ccccc1F)[C@H](C)CO2,.,5,-6,3,-2,11,15
CCCCCCNC(=O)N1C/C=C\C(c2ccc(OC)cc2)N(Cc2ccc(F)cc2)C(=O)C1 (configuration not stated),-3,5,-8,-6,2,-3,12
C#CCN([C@@H]1C(=O)N2[C@@H]1SC(C)(C)[C@@H]2C(=O)OC)[C@@H](/C=C/C1CC1)[C@H](O)Cc1ccccc1,.,-3,.,.,9,.,0
CCN1CCN(CC(=O)Nc2cc(F)ccc2C)CC1,-10,.,-1,-6,-1,-2,.
N#Cc1nc(COc2ccc(Cl)cc2)oc1N1CCN(Cc2ccccc2)CC1,5,.,21,-15,0,13,.
CC(C)C[C@H]1CNC(=O)C(=O)N1CC1CCN(CC2CCC(C(C)(C)C)CC2)CC1 (some centres not stated),-4,-4,-3,-5,-2,0,4
O=C(Nn1c(-c2ccc(Cl)cc2)nc2ccccc2c1=O)c1cccnc1Cl,.,1,2,.,.,.,1
COC(=O)Cn1cnc2c(nnn2Cc2ccc(Cl)cc2)c1=O,.,.,-7,-3,-2,16,.
CC(C)C(=O)Nc1cccc(COc2ccccc2CN(Cc2ccccc2)C(=O)OC(C)(C)C)c1,6,18*,-8,-4,2,-14,9

# An excerpt of these results, with two lines to a compound:
# Second line of a record – miR122 inh, SIRT5 block, ARNT-TACC3 inh, esBAF inh, Cneo AK release, Statin myotox sup, ERp5 inh
O=C(C1CCC1)N1C[C@H]2[C@@H](c3ccccc31)[C@@H](CO)N2C(=O)Cc1ccccn1
 : 20[16.7 µM], 0, 6, -3, -1, -17, -3
COc1ccc(N(CC(=O)Nc2ccc(OC)c(Cl)c2)S(=O)(=O)c2c(C)noc2C)cc1
 : -10, ., -3, -6, 2, -3, .
O=C1N/C(=N\N=C\c2cccs2)SC1Cc1cccc(Cl)c1Cl (configuration not stated)
 : -10, ., -5, ., 0, ., .
Cn1c2ccccc2c(=O)c2c(=O)n(C3CCCCC3)c(-c3cccs3)nc21
 : -2, ., -4, -2, 1, ., .
O=C(CSc1nnc(C2CC2)n1C1CC1)N1CCN(c2ccc(O)cc2)CC1
 : -5, -1, ., -7, 8, 4, 4
CC1(C)Cc2nc(N)c(=O)sc2C1
 : -7, -2, -25, -9, 1, -3, 1
Cc1ccc(CN2CCC(CNS(=O)(=O)c3ccc(-c4ccc(=O)[nH]n4)s3)CC2)cc1
 : -1, 0, -12, -9, 0, -14, 1
CCCC#Cc1cnc2c(c1)C(=O)N([C@H](C)CO)C[C@H](C)[C@H](CN(C)Cc1ccc(C(=O)O)cc1)O2
 : 6[16.7 µM], 6, 24, -9, 1, -7, -5
CCC(=O)Nc1ccc2c(c1)C(=O)N(C)C[C@@H](OC)[C@@H](C)CN(Cc1ccccc1F)[C@H](C)CO2
 : ., 5, -6, 3, -2, 11, 15
CCCCCCNC(=O)N1C/C=C\C(c2ccc(OC)cc2)N(Cc2ccc(F)cc2)C(=O)C1 (configuration not stated)
 : -3, 5, -8, -6, 2, -3, 12
C#CCN([C@@H]1C(=O)N2[C@@H]1SC(C)(C)[C@@H]2C(=O)OC)[C@@H](/C=C/C1CC1)[C@H](O)Cc1ccccc1
 : ., -3, ., ., 9, ., 0
CCN1CCN(CC(=O)Nc2cc(F)ccc2C)CC1
 : -10, ., -1, -6, -1, -2, .
N#Cc1nc(COc2ccc(Cl)cc2)oc1N1CCN(Cc2ccccc2)CC1
 : 5, ., 21, -15, 0, 13, .
